# LDHA inh = LDHA (human) enzyme inhibition; P00338; purified LDHA, NADH/diaphorase-resazurin fluorescence; hits give low values; activity change, % (values are at about 110 or 230 µM); 480,000 tested, 0.15% active; AID 1347041; in the data active = activity change below about -30%; inconclusive = mostly about -25% to -30%;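 note: plate controls were DMSO wells for no effect and wells without enzyme for full effect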
#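 LDH5 2 nM; NADH 0.06 mM, pyruvate 0.2 mM; 200 mM Tris pH 7.4, EDTA, Tween-20; 5 min RT. Detection: diaphorase 0.133 mg/mL + resazurin 37 µM, fluorescence ex540/em590 at 0 and 20 min; normalized to enzyme-free and DMSO wells.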
# Vif-APOBEC3G blk = blocks the Vif interaction with human APOBEC3G. Potency, µM (top dose mostly 46.1 µM), inactives show at the top dose activity, negative = active, hits mostly inhibitors. HeLa A3G-eYFP + Vif (tagged APOBEC3G with the HIV-1 protein that degrades it), YFP fluorescence, overnight. 410,000 tested, 0.076% active. Q9HC16;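 note: potency is the fitted concentration of half-maximal effect; % is set by controls: 0 for no effect and ±100 for the full control effect; nearly all actives have a fitted effect of over 60% in size; hits raise eYFP signal because A3G escapes Vif-driven loss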
# Target sequence (Q9HC16 whole entry, looked up): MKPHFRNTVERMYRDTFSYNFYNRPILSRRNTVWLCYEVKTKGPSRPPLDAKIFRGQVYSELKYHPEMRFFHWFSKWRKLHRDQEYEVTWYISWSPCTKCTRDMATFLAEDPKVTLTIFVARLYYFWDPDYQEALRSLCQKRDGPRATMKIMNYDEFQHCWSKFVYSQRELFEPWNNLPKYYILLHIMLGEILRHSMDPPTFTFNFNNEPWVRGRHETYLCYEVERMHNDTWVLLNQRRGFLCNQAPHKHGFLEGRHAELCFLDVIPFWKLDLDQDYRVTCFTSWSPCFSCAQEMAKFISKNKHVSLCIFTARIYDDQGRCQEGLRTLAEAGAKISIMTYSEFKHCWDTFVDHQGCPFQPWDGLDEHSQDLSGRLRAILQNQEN
#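 HeLa cells stably expressing Vif and C-terminally eYFP-tagged A3G, seeded overnight at 37 deg C, then exposed to compound by pintool overnight at 37 deg C. Rise in yellow fluorescence (Ex 488/Em 500-530, Acumen) marks blocked Vif-driven A3G degradation.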
# D2 antag = antagonizes the human D2 dopamine receptor | HEK293 TREx D2 cells, calcium flux, dopamine EC80 | inhibition, % at 10 µM | 340,000 tested, 2% active; in the data active = inhibition above about 30%; note: 0% is about no effect
#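 Read-out: kinetic calcium fluorescence (1 cycle/s) in inducible HEK293 T-REx D2 cells after an EC80 dopamine addition that followed 180 s compound preincubation. Loss of the dopamine response indicates antagonism.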
# RGS4 inh = inhibitors of human regulator of G protein signaling 4. Transcreener GDP fluorescence polarization, RGS4-accelerated GTP hydrolysis. Potency, µM (titrated, usually from 114 µM), for the others: at the highest dose activity change, negative = inhibition, most hits filed as inhibitors. AID 504845. 390,000 tested, 0.039% active. P49798; note: potency is the fitted concentration of half-maximal effect; % is set by controls: 0 for no effect and ±100 for the full control effect; nearly all actives have a fitted effect of over 75% in size; some results filed as inactive show a strong effect at the top dose
# Target sequence (P49798 whole entry, looked up): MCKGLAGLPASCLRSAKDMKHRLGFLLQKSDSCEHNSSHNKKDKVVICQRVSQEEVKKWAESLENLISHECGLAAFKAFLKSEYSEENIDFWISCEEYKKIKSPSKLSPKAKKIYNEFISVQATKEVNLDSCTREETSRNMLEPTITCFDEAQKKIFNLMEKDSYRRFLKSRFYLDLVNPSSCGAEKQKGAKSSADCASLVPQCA
#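 MLSMR compounds (23 nl, pin-transferred) preincubated 10 min at room temperature with a 500nM (2x) first reagent, then RGS4 at 900nM (2x) plus Transcreener GDP mix added; fluorescence polarization (620/688 nm) read before and after 90 min at 30 °C.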
# GRP78 ERSR act = inducers of ER stress response in human glioma cells. U87-MG GRP78 promoter luciferase reporter, 16 h. Potency, µM, inactives show top-dose activation, most hits filed as activators. 420,000 tested, 0.02% active; note: potency is the fitted concentration of half-maximal effect; series mostly up to about 76 µM; % of control where 0% means no effect; nearly all actives have a fitted effect of over 35% in size
#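 Stably transfected U87-MG human glioma cells carrying a GRP78-based luminescent sensor were seeded at 1000 cells/well, pin-dosed with compounds and incubated 16 h. Luciferase reagent was then added, and end-point luminescence was read after 10 min at room temperature.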
# 12-LOX inh = ALOX12 (human) lipoxygenase inhibition. purified 12hLO, xylenol orange hydroperoxide absorbance. Potency, µM (top dose mostly 108 µM), for the others: at the highest dose activity change, negative = inhibition, hits mostly inhibitors. 580,000 tested, 1.1% active. AID 1671190; note: potency is the fitted concentration of half-maximal effect; % is set by controls: 0 for no effect and ±100 for the full control effect
#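 Purified human 12hLO (150 nM final) in 25 mM Hepes, 0.01% Triton X-100, pH 7.0 was preincubated 15 min at room temperature with compound. Then 40 uM arachidonic acid was added, 30 min. Hydroperoxide was read by Fe-XO absorbance ratio 573/405 nm.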
# ERG-DNA inh = ERG Ets/DNA interaction inhibition; fluorescence polarization, His-ERG Ets domain / labelled DNA; Potency, µM (highest dose often 76.9 µM), inactives show at the top dose FP activity, negative = inhibition, hits mostly inhibitors; 370,000 tested, 0.028% active; AID 624246; active = well fitted inhibition curve with a large enough effect in the polarisation, with a control signal flat; inconclusive = small, poorly fitted or top-dose-only effect, or effect the other way, or a change in a side signal; inactive = no such curve, though single readings can be large or run the other way; the % refers to the polarisation;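 note: polarization taken with two DNA probes labelled with fluorescein and Texas red; potency is the fitted concentration of half-maximal effect; % of control where 0% means no effect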
# Target sequence (P11308 whole entry, looked up, the tested form may be a part): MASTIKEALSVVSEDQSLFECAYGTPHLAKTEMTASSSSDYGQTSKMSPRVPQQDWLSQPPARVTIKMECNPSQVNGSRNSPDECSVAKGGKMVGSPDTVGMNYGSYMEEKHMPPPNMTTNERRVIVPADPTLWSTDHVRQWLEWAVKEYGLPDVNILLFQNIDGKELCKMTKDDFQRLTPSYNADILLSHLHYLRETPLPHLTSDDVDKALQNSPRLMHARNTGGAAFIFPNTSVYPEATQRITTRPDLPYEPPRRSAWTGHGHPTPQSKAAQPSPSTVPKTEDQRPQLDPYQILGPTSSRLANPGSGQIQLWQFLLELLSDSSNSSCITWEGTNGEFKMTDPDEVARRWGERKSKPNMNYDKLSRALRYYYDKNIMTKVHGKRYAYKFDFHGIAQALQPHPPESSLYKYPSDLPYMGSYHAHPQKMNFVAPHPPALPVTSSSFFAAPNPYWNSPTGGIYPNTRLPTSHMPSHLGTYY
#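 His-tagged ERG Ets domain (1 uM in the protein solution; 300mM KCl, 50mM Tris-HCl, 1mM EDTA, 1mM DTT, pH 7.5) received compound, then a probe mix of 5 nM fluorescein-DNA and 100nM Texas-615-DNA. Fluorescence polarization was read for both dyes.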
# D2 agonist = D2 dopamine receptor (human) agonism; P14416; HEK293 T-REx D2 cells, calcium flux agonist mode; activation, % at 2 µM; 340,000 tested, 0.53% active; AID 485358;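 active = activation over 3 SD above normal in the single-dose calcium agonist read, cut at about 30% in these data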; note: 0% is about no effect
#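 Agonism scored from kinetic calcium signal (1 read/sec, 180 s) following compound pin transfer, after a 10 s baseline. Cells: HEK293 Trex line expressing inducible D2 receptor coupled to calcium, dye-loaded after overnight culture at 30 C.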
# Vif-APOBEC3F blk = inhibitors of Vif-A3F interaction | HeLa A3F-eYFP + Vif (tagged APOBEC3F with the HIV-1 protein that degrades it), YFP fluorescence increase | Potency, µM (top dose mostly 46.1 µM), for the others: top-dose activity, negative = active | 390,000 tested, 0.2% active; note: potency is the fitted concentration of half-maximal effect; % of control where 0% means no effect; nearly all actives have a fitted effect of over 65% in size
#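 HeLa cells stably expressing A3F-eYFP plus Vif, plated and incubated overnight at 37 deg C, then exposed to compounds overnight at 37 deg C. Blocked degradation read as raised yellow fluorescence (Ex 488/Em 500-530).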
# * = called active by the depositor; u = inconclusive; x = not tested or not shown; & = joins results of further samples; [ ] = another dose, or the depositor's remark. Unless noted, calls come from the whole dose curve; as a rule, active = well fitted curve in the direction sought with a large enough effect; inconclusive = small, poorly fitted or top-dose-only effect, or another doubt; inactive = no such curve, though single readings can be large; an effect the other way counts as inactive or inconclusive. These rows are one share of the data, so the mix of outcomes need not match the whole.
SMILES,LDHA inh,Vif-APOBEC3G blk,D2 antag,RGS4 inh,GRP78 ERSR act,12-LOX inh,ERG-DNA inh,D2 agonist,Vif-APOBEC3F blk
Cc1nn(C(C)C(=O)NC2CCCCCC2)c(=O)c2nn(-c3ccccc3)c(C)c12 (configuration not stated),-8,-7%,-7,11%[11.4 µM],0%,9%,-3%,-0.6,1%
Cc1ccc2c(ccc(=S)n2C)c1,-4,-5%,-36,-53%,6%,u,8%,0.3,4%
Cc1c(CCOC(=O)CC23CC4CC(CC(C)(C4)C2)C3)sc[n+]1CC(=O)c1ccccc1,0,-12%,11,16%,-2%,u,11%,1.7,0%
CC(C)CC(=O)N=C1SC2CS(=O)(=O)CC2N1Cc1ccccc1 (configuration not stated),-12,0%,-11,-2%,-1%,-20%,-6%,-0.5,-7%
CCCCNS(=O)(=O)c1ccc2nc(SCC(=O)Nc3sccc3C#N)[nH]c2c1,-15,5%,-5,-15%,-12%,-4%,13%,0.6,-12%
Cc1cc(C(=O)CC#N)c(C)n1-c1c(C)n(C)n(-c2ccccc2)c1=O,-5,-2%,-32,-56%,-4%,-6%,1%,2.0,-26%
O=C(CN1CCCCC1)N1CCc2ccccc21,-1,-7%,11,-4%,-3%,u,0%,0.5,18%
O=C(COC(=O)Cc1ccc(F)cc1)NC(=O)NC1CCCC1,-4,1%,12,0%,0%,-7%,20%,-0.7,-6%
O=[N+]([O-])c1cccc(S(=O)(=O)Nc2cccc(-c3ccc(N4CCCC4)nn3)c2)c1,-7,0%,1,11%,1%,-25%,3%,0.5,6%
C[N+]1(C2CCC3CCC2C3O)CCCC1 (configuration not stated),-8,0%,5,-9%,-3%,u,-2%,0.8,0%
O=C(NCCCn1ccnc1)/C(=C\c1cccnc1)NC(=O)c1ccccc1Br,-3,3%,-5,11%,-2%,12%,-7%,-0.2,7%
Cc1ccsc1/C=C(\C#N)C(=O)NC1CCS(=O)(=O)C1 (configuration not stated),-9,-1%,-10,9%,-4%,2%,4%,-2.4,-2%
CCCCCC(=O)N1C[C@H](O)[C@@H](n2cc(COC(=O)c3ccccc3)nn2)C[C@@H]1c1ccc(C)cc1,-15,-8%,x,x,-4%,-26%,x,x,-3%
Cc1cccc(-n2c(N)cc(=O)[nH]c2=S)c1C,-1,0%,-8,-13%[11.4 µM],-7%,-7%,7%,0.1,-13%
O=C(NCCCN1CCOCC1)NC1CCCCC1,1,1%,-5,15%,-7%,21%,6%,-1.4,-13%
Cc1cc(C(=O)NCc2cccc(Cl)c2)c2ccccc2n1,-3,-8%,5,4%,-5%,x,3%,-0.6,13%
COc1ccccc1-n1cc(C(=O)NCC(=O)N2CCN(c3ccccc3)CC2)c2ccccc2c1=O,-5,-1%,-17,-6%,4%,-10%,-3%,0.7,-7%
CCCN1C(=O)C2(c3ccccc31)c1c(oc3ccccc3c1=O)C(=O)N2CCCOC(C)C (configuration not stated),-1,2%,x,-1%,-2%,-20%,3%,0.2,9%
COc1ccc(N2CC(O)(c3ccc(C)cc3)[N+]3=C2CCCC3)cc1 (configuration not stated),-6,-1%,23,-12%,-2%,-8%,-2%,0.5,-8%
CC(C)(C)NC(=O)NC(=O)COC(=O)COc1ccc(Cl)cc1Cl,-2,2%,10,-4%[11.4 µM],-4%,-8%,0%,1.2,3%
NC(=S)N/N=C/c1ccc(-c2cc(Cl)ccc2Cl)o1,-11,-13%,5,-43%,1%,22µM*,-10%,2.3,-12%
CCN1C(=O)[C@H]2[C@@H](c3ccc(-c4ccc(Cl)c(Cl)c4)cc3)N[C@@](CC(C)C)(C(=O)OC)[C@H]2C1=O,-8,1%,-2,-5%,-3%,-4%,14%,0.5,-3%
Cc1ccc(C)n1NC(=O)c1ccccc1[N+](=O)[O-],-3,0%,1,-1%,1%,-30%,0%,0.7,-4%
CCOC(=O)C1CCCN(C(=O)c2cn(CC)c(=O)c3cc(OC)c(OC)cc23)C1 (configuration not stated),-4,-4%,-14,8%,-4%,-22%,14%,0.1,5%
Cn1c(=O)n(Cc2ccccc2)c(=O)c2c1nc1n2CCCN1C1CCCCC1,-6,-1%,x,22%,-5%,-4%,9%,x,-15%
C[C@H](CO)N1C[C@H](C)[C@@H](CN(C)C(=O)Nc2ccc(F)cc2)Oc2ccc(NS(C)(=O)=O)cc2C1=O,-2,-2%,x,-6%,0%,0%,4%,x,4%
CCOc1ccc(NC(=O)[C@H](Cc2ccccc2)N2Cc3ccccc3C2=O)cc1,-17,0%,x,2%,-2%,-9%,-6%,0.8,-2%
CCOc1cnc(-c2ccccc2F)o1,-10,0%,-20,-40%,1%,-5%,2%,-0.2,14%
C=CCSc1nnc(-c2cc(C(C)(C)C)nn2Cc2ccc(F)cc2)n1C,6,-5%,-24,-17%,0%,10%,1%,0.4,6%
Cc1ccc(S(=O)(=O)Nc2ccc3c(c2)C(=O)N([C@H](C)CO)C[C@H](C)[C@@H](CN(C)C(=O)Nc2ccc4c(c2)OCO4)O3)cc1,3,3%,x,18%,0%,-1%,8%,x,-5%
O=C(N/N=C/C(Br)=C/c1ccccc1)c1ccccc1[N+](=O)[O-],-3,-6%,4,-2%,3%,-9%,-5%,0.3,2%
COCCCNC(=O)Cn1cc2c(n1)CCC(C)C2 (configuration not stated),-6,-2%,-10,5%,-5%,86%,-5%,0.0,0%
O=c1c2ccccc2c(/C=N/c2ncn[nH]2)c(O)n1Cc1ccccc1,-7&1,-21%&-20%,17,-2%&-10%,1%&-5%,-8%&69%,-1%&6%,1.2,-3%&-3%
CC1CCCCC12NC(=O)N(CC(=O)NCCc1ccc(F)cc1)C2=O (configuration not stated),-2,4%,13,12%,-3%,-4%,15%,0.2,11%
O=S(=O)(NCc1cccnc1)c1ccc(Cl)cc1,-2,-1%,-4,-6%,-2%,0%,16%,1.2,8%
COC(=O)[C@H]1C[C@@H]1[C@H](NC(=O)c1ccccc1)c1ccccc1,0,-3%,7,-5%,-3%,11%,11%,-0.9,-1%
Cc1cc(OCCN2CCOCC2)nc2ccccc12,-7,0%,-5,-2%,-1%,u,0%,-0.1,-4%
CCCc1c(C)nc2ccc(OC)cc2c1SCCC(=O)O,-2,-3%,6,3%,-5%,-25%,-6%,-2.4,2%
CC1CCN(CCC(=O)N/N=C/c2ccc([N+](=O)[O-])cc2)CC1,-8,1%,-19,-6%,1%,0%,-4%,0.4,9%
COc1ccc(C(=O)OCC(=O)c2ccccc2)cc1S(=O)(=O)N1CCOCC1,-5,0%,8,10%,-2%,-8%,1%,-1.0,-5%
O=C(CSc1nncs1)N1CCN(S(=O)(=O)c2ccccc2)CC1,0,-2%,-5,-4%,-2%,2%,6%,-1.8,10%
Cc1cc(=O)oc2cc(OCCCN3C(=O)c4ccccc4C3=O)ccc12,-2,-6%,8,-2%,1%,-12%,-3%,0.4,8%
O=C(CCSCCc1ccccn1)Nc1c(F)cc(F)cc1Br,0,-2%,-33,-10%,-1%,0%,-4%,-0.6,-1%
O=C(O)CCSc1nnc(CNc2ccc(Cl)cc2)n1Cc1ccccc1,0,-2%,3,-1%,-5%,4%,-3%,0.2,12%
Cc1cccc(C(=O)OCC(=O)NCCNC(=O)COC(=O)c2cccc(C)c2C)c1C,-6,1%,-9,-30%,-3%,-13%,-5%,-0.4,-7%
CC(C)c1onc(C(=O)N2CCCCC2C)c1[N+](=O)[O-] (configuration not stated),-4,-4%,22,26%,-2%,-13%,-7%,-2.1,-2%
CC1CCN(C(=O)c2cnn(-c3cccc(Cl)c3)c2C2CCN(C(=O)OC(C)(C)C)CC2)CC1,4,1%,x,-11%,-2%,-5%,1%,0.0,-1%
CC(C)N(C(=O)CSc1nnc(NC(=O)C2CCC2)s1)C(C)C,-5,1%,-4,39%,-5%,-7%,-13%,-0.7,-2%
O=C(CCN1C(=O)/C(=C/c2ccccc2Cl)SC1=S)NC1=NCCS1,-3,-3%,-8,-13%,-3%,14%,19%,0.7,-28%
N#Cc1ccccc1OCC(=O)OCC(=O)NC1CCCCC1,-9,1%,-18,28%,-1%,-18%,1%,0.5,-9%
O=C1ON(Cc2ccccc2)C(c2ccccc2)N1c1ccccc1 (configuration not stated),0,-3%,x,u,-5%,12%,6%,x,2%
CC(C)c1cc2cc3ccc(=O)oc3cc2o1,-5,0%,5,-24%[56.9 µM],9%,-8%,-14%,-1.2,-26%
CCOC(=O)c1sc(=S)n(-c2ccccc2Cl)c1C,3,-1%,12,7%,-3%,48%[activator],1%,-0.1,-17%
CCc1ccc(OCCCC(=O)Nc2nnc(C3CCCO3)s2)cc1 (configuration not stated),-5,-10%,-12,-26%,-2%,5%,9%,-1.2,9%
Clc1cc(/C=N\NC2=NCCN2)cc(Cl)n1,-10,0%,x,-19%,-3%,342%[activator],22%,x,-4%
O=c1[nH]c(=O)n(C2OC(CO)C(O)C2O)cc1Br (configuration not stated),-10,1%,5,7%,-2%,-9%,-6%,0.4,10%
Cc1nnsc1S(=O)(=O)Cc1ccccc1C(F)(F)F,-7,1%,x,9%,3%,-6%,-12%,x,4%

# From PubChem BioAssay
